# High-throughput results (PubChem BioAssay)
# AHR act: AHR activators, primary screen, cell-based, luminescence, luciferase reporter, human | activation, % at 5 µM | Aryl hydrocarbon receptor (Homo sapiens), P35869 | AHR-responsive luciferase reporter cells | 2.5% of 320,000 active; in the data active means activation above about 47%;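 further: 0% = vehicle wells and 100% = reference agonist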
# Fh CTSL1 inh: Fasciola hepatica cathepsin L1 inhibitors, primary screen, counter-screen for PFM18AAP inhibitor project, biochemical, QFRET, fluorogenic peptide substrate | recombinant F. hepatica cathepsin L1, Z-Leu-Arg-MCA fluorescence | inhibition, % at 5.96 µM | 0.49% of 300,000 active;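 active means inhibition above the mean of all tested compounds plus 3 SD, set per screening campaign, cut at about 17% in these data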;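 further: 0% = plate median of test compound wells and 100% = 1 µM Z-Phe-Ala-diazomethylketone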
# procasp3 activ: activators of human procaspase-3 D3A mutant, primary screen, biochemical, absorbance, PC-3 D3A mutant, single concentration; recombinant procaspase-3 D3A, Ac-DEVD-pNA absorbance 405 nm; activation, % at 8.5 µM; 0.11% of 330,000 active; AID 463141, 2010;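 active means activation above the mean of all tested compounds plus 3 SD, cut at about 21% in these data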;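 further: 0% = DMSO alone and 100% = DMSO wells spiked with extra 5 µM PC-3 D3A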
# Target sequence (P42574 whole entry D9A/D28A/D175A): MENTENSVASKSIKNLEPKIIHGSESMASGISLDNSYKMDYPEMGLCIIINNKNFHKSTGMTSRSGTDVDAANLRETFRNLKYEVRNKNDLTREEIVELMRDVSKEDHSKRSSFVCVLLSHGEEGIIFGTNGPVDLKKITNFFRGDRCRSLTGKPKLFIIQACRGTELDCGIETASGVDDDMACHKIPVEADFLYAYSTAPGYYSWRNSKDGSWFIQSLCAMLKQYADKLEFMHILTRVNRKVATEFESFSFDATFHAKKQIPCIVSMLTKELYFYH
#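 Assay system – Procaspase-3 D3A mutant, all three cleavage aspartates alanine · Controls – DMSO-only low control, 5 µM PC-3 D3A high control · Schedule – 1 h compound preincubation, 2 h substrate hydrolysis at 25 °C · Signal – 405 nm absorbance of p-nitroaniline, reads at 0 and 120 min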
# PP5 primary: PP5 phosphatase inhibitors, primary screen, biochemical, fluorescence | Serine/threonine-protein phosphatase 5 (Homo sapiens), P53041 | purified PP5c, OMFP substrate fluorescence | inhibition, % at 6.7 µM | 0.18% of 320,000 active;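 active means inhibition above the campaign's mean inhibition across all tested compounds plus 3 SD, cut at about 9.5% in these data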;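 further: 0% = DMSO only and 100% = 100 µM cantharidin control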
# Target sequence (P53041 whole entry, looked up): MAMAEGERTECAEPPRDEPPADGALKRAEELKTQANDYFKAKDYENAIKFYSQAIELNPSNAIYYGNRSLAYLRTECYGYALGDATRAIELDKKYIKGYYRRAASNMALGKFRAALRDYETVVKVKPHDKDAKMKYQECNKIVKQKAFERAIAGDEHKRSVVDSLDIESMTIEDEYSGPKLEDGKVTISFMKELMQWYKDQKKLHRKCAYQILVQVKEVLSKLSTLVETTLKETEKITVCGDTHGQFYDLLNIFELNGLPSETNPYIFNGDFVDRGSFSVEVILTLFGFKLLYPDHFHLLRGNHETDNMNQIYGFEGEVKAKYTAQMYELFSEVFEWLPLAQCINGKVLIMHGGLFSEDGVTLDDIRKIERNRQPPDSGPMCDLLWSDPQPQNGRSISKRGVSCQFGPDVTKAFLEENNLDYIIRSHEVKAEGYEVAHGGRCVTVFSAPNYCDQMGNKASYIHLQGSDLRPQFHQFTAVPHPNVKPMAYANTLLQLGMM
# PP1 counter: PP1-alpha phosphatase inhibitors, primary screen, counter-screen for PP5 inhibitor project, biochemical, fluorescence, OMFP substrate, single point | purified PP1alpha | Serine/threonine-protein phosphatase PP1-alpha catalytic subunit (Homo sapiens), P62136 | 0.9% of 320,000 active | inhibition, % at 6.7 µM | AID 2235, 2010;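 active means inhibition above the mean inhibition of all tested compounds plus 3 SD, computed separately for each screening campaign, cut at about 15% in these data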
# TPT1 inh: Candida albicans TPT1 enzyme inhibitors, primary screen, biochemical, fluorescence polarization; recombinant caTPT1, FP RNA substrate dephosphorylation; AID 1962, 2009; tRNA 2'-phosphotransferase TPT1 (Candida albicans SC5314); 0.81% of 300,000 active; inhibition, % at 5 µM;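 active means inhibition above the mean of all tested compounds plus 3 SD, set per screening campaign, cut at about 24% in these data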;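 further: plate controls were DMSO alone for no effect and ferristatin control at 100 nM for full effect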
# PAFAH2 inh: PAFAH2 enzyme inhibitors, primary screen, biochemical, fluorescence polarization, human; 0.99% of 340,000 active; inhibition, % at 3.39 µM; recombinant PAFAH2, FP-rhodamine activity probe; Platelet-activating factor acetylhydrolase 2, cytoplasmic (Homo sapiens), Q99487; AID 492956, 2010;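 active means inhibition above the mean over all tested compounds plus 3 SD, cut at about 30% in these data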;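 further: inhibitors block probe labeling of enzyme so polarization drops; 0% = enzyme with DMSO and 100% = wells lacking PAFAH2 protein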
# core dimer inh: inhibitors of HCV core protein dimerization, primary screen, biochemical, TR-FRET, high-throughput; TR-FRET GST/Flag-core106 dimerization, 1536-well; inhibition, % at 5 µM; 0.33% of 300,000 active;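 active means inhibition above the mean of all tested compounds plus 3 SD, set per screening campaign, cut at about 45% in these data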
#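 System – GST-tagged and Flag-tagged HCV core protein residues 1-106 · Repeats – one well for each compound · Technique – TR-FRET 671 and 617 nm emission · Doses – one concentration, 5 µM, in 0.5% DMSO · Times – 4 h, 22.5 °C incubation · Also added – Eu donor and XL665 acceptor anti-tag antibodies · Measure – percent inhibition of core106 dimerization signal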
# proCasp7 act: procaspase-7 activators, primary screen, counter-screen for procaspase-3 activator project, biochemical, absorbance, HTS, human; Caspase-7 (Homo sapiens), P55210; recombinant procaspase-7, Ac-DEVD-pNA absorbance 405 nm; D23A/D198A/D206A triple mutant, cannot self-cleave; scale: DMSO 0, 5 µM enzyme 100; activation, % at 8.5 µM; 0.093% of 330,000 active; AID 463210, 2010;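 active means percent activation above the screen-wide mean plus 3 SD, cut at about 25% in these data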
#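 Test system: Procaspase-7 triple mutant (PC-7 D3A). Also added: Ac-DEVD-pNA substrate, 400 µM as added. Schedule: 1 h enzyme–compound preincubation and 2 h substrate reaction, both 25 °C. Signal: p-Nitroaniline absorbance at 405 nm, read at 0 and 120 min. Control set: low DMSO alone, high DMSO plus 5 µM PC-7.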
# * hit, by the source's call; · = no result given.
SMILES,AHR act,Fh CTSL1 inh,procasp3 activ,PP5 primary,PP1 counter,TPT1 inh,PAFAH2 inh,core dimer inh,proCasp7 act
Cc1cnc(C(=O)Nc2ccccc2-c2ccc(C)o2)cn1,1,2,2,0.8,-2,-18,-8,2,0
CC1(c2ccc(Cl)cc2)NC(=O)N(CC(=O)N2CCc3ccccc32)C1=O (stereo unspecified),0,·,9,·,·,·,-1,·,0
Cc1c(C(=O)NN)[nH]c2ccc([N+](=O)[O-])cc12,17,2,1,1.1,4,3,·,-7,4
O=C(NC1CCCC1)c1cc2c(=O)n3ccccc3nc2s1,-3,·,1,0.6,-4,·,-2,·,-5
CCc1ccc(-c2cnc3nc[nH]c(=O)c3n2)cc1,7,3,3,0.7,2,-3,5,-7,2
C[C@H](CO)N1C[C@H](C)[C@@H](CN(C)Cc2ccc(C(=O)O)cc2)Oc2c(NS(=O)(=O)c3ccccc3)cccc2C1=O,0,·,3,·,·,·,0,·,-1
CCOc1cccc(C(=O)Nc2nnc(-c3ccco3)s2)c1,48*,0,2,4.1,5,2,5,3,4
CCc1c(C)c(C#N)c2nc3ccccc3n2c1N1CCN(c2cc(C)ccn2)CC1,1,0,2,-0.7,-3,-2,·,-1,0
Cc1cccc(N2CCN(c3ccc(N4C(=O)CCCC4=O)cc3[N+](=O)[O-])CC2)c1C,0,0,9,-0.1,-2,-1,5,2,1
Cc1cc2ccccc2nc1SCC(=O)N1CCCC1,22,1,3,-1.2,-2,2,11,0,-3
Cc1ccc(S(=O)(=O)N2CCC(C(=O)Nc3cccnc3)CC2)cc1,0,·,7,·,·,·,10,·,11
O=C(C[n+]1cccc(NC(=O)c2ccccc2)c1)c1cccc([N+](=O)[O-])c1,4,7,-2,1.4,4,0,0,-1,-7
COc1ccc(Oc2cccc(Cl)c2CNC(=O)CCC(=O)O)cc1,1,-1,-2,-1.2,-3,-1,0,2,7
O=C(Nc1cccc(C(=O)O)c1)/C(=C/c1ccc([N+](=O)[O-])cc1)NC(=O)c1ccccc1,2,1,-6,-1.0,-2,-2,-7,2,5
COC(=O)c1ccc(/C=N/NC(=O)CNc2cccc(C)c2)cc1,10,5,-1,0.5,1,1,·,9,8
O=C(C1=C[C@H](c2ccc(C(F)(F)F)cc2)C[C@H](OCCCCO)O1)N1CCN(Cc2ccccc2)CC1,2,3,3,4.2,3,0,-4,-3,-4
CCc1ccc2[nH]c(=O)c(C(c3nnnn3CC3CCCO3)N3CCN4CCCC4C3)cc2c1 (stereo unspecified),7,0,3,-1.2,0,10,-2,3,-17
COc1ccccc1C(=O)Nc1ccc(N2CCCCC2)cc1,88*,-1,2,2.0,-3,-1,2,-10,-9
O=c1c(CN2CCN(Cc3ccccc3)CC2)coc2ccc(Cl)cc12,-1,0,7,-0.6,0,-1,0,-4,-2
COc1cccc(SCc2noc(C(=O)NCc3ccccc3)c2C(=O)NCc2ccccc2)c1,5,-1,-1,-0.4,0,0,-6,-10,-1
COC(=O)Nc1ccc(S(=O)(=O)N2CCC(Cc3ccccc3)CC2)cc1,6,9,5,4.0,1,-1,1,10,-9
Cc1ccc(NC2CC(C)NC(=S)N2)cc1 (stereo unspecified),1,0,4,1.3,-7,-3,-4,1,4
CCOCCn1cnc2sc(C(=O)Nc3nc(C)c(C(=O)OCC)s3)c(C)c2c1=O,-4,-1,0,1.0,-2,-5,·,2,2
CCCCc1nc2ccccc2[nH]1,2,-8,6,1.7,-3,-5,4,0,2
CCCOC(=O)c1ccc(NC(=O)c2ccccc2[N+](=O)[O-])cc1,3,0,7,1.9,-4,-3,-1,0,7
O=C(CCC(=O)Nc1ccc(F)cc1)N/N=C/c1ccc(O)cc1,4,0,5,-0.2,-3,-1,2,8,-1
COC(=O)c1ccccc1NC(=O)CN(C)S(=O)(=O)c1ccc(OC)c(C)c1,2,-2,5,1.9,0,-1,0,1,2
COc1ccc(NC(=O)CCNS(=O)(=O)c2ccccc2F)cc1S(N)(=O)=O,1,0,8,1.1,4,-4,-9,-4,7
Cn1c(=O)c2c(nc(N3CCN(c4ccccn4)CC3)n2Cc2ccccc2Cl)n(C)c1=O,-2,-3,4,0.6,-1,2,-9,-1,2
O=C(COC(=O)CCC(=O)c1ccccc1)Nc1nnc(-c2ccccc2)o1,2,-26,4,-1.2,7,0,1,-4,-1
O=C(N/C(=C\c1ccco1)C(=O)N1CCC(O)CC1)c1ccccc1,0,2,11,1.9,2,-2,16,1,11
CCOC(=O)C1Cc2c([nH]c3ccccc23)C(C)N1 (stereo unspecified),3,2,4,0.9,2,-5,0,-4,-8
Cc1cc(C)cc(S(=O)(=O)Cc2noc(C(=O)NCc3ccccc3)c2C(=O)NCc2ccccc2)c1,8,·,4,·,·,·,-3,·,4
COc1ccc(CN(C)C(=O)c2ccccc2Sc2ccccc2C#N)cc1OC,9,2,-8,2.4,3,2,-5,4,6
CCCCC[C@H]1CN(C2CCCCC2)C(=O)[C@@H]1CC(=O)NCc1ccccc1,1,4,2,-1.8,4,-4,-2,1,2
CCOC(=O)Nc1ccc2c(c1)nc(CN1CCN(C(C)=O)CC1)n2C,1,-6,3,2.3,-1,0,5,-6,-6
Cc1ccc(C(=O)Nc2c(C)cc(C)c3cccnc23)cc1,23,-1,5,1.3,3,0,0,14,9
CCOC(=O)CSc1nc(C(C)(C)C)nc2ccccc12,1,-4,-1,-2.9,5,-2,4,7,9
O=C(COc1ccc(Cl)cc1Cl)N1CCCN(C(=O)COc2ccc(Cl)cc2Cl)CC1,4,2,-2,4.6,2,-2,-8,6,5
CCCC(=O)Nc1nc(-c2ccc3c(c2)OCCO3)cs1,26,-2,12,3.8,7,-7,-2,-1,-10
C#CCOCCOCCOCCNc1nc(N2CCN(C(=O)[C@H](CCCCN)n3cc([C@@H](N)CO)nn3)CC2)nc(N2CCN(C(=O)[C@H](Cc3cc4ccccc4[nH]3)n3cc([C@@H](N)Cc4ccc(O)cc4)nn3)CC2)n1,6,0,5,3.3,7,-1,·,-24,-6
COc1ccc(C(=O)Nc2cc(C(C)=O)c(/C=C/N(C)C)oc2=O)cc1,14,9,-7,0.7,2,114*,-1,-18,-16
COc1nc(-c2ccncc2)nc2ccccc12,75*,3,5,-0.4,-1,1,0,8,1
Cc1ccc(CC2CC(=O)N(c3ccc(Cl)cn3)C2=O)cc1 (stereo unspecified),-1,-1,3,-0.1,1,-2,-1,2,9
COC(=O)C1=C(CN2CCc3ccccc32)NC(=O)NC1c1cc(C)ccc1C (stereo unspecified),16,3,-3,1.1,15*,-2,-4,44,-9
COc1ccc(/C=N\NC(=O)CNC(=O)C(c2ccccc2)c2ccccc2)cc1[N+](=O)[O-],0,1,-12,1.4,-2,-3,-1,7,2
COC(=O)Cn1cnc2ccccc2c1=O,-2,1,3,-0.2,-2,-3,13,-4,9
Cc1cc(Cl)cc(C)c1OCCNCc1ccccc1,2,0,-4,1.9,-1,-2,-1,5,-2
Cc1cccc(NC(=O)COc2ccc(Br)cc2/C=N/O)c1,19,-4,-4,2.5,0,-3,-8,0,14
COc1ccccc1-n1c(SCC(=O)NC2CCS(=O)(=O)C2)nc2ccccc2c1=O (stereo unspecified),4,·,-6,2.5,0,·,0,·,6
CC(C)n1c(O)c(/C=C2\C=NN=C2c2ccccc2)sc1=S,64*,0,-10,2.9,0,1,-3,8,-8
CCOc1ccc(OCC)c(NC(=O)CCCN2C(=O)c3cccnc3C2=O)c1,10,5,7,-1.0,-4,0,-2,-5,-12
COc1ccc(N(C(=O)CNC(=O)c2ccco2)C(C(=O)NCC2CCCO2)c2ccc(OC)c(OC)c2)cc1 (stereo unspecified),0,2,4,-0.4,0,-2,-5,-11,-3
CC(OC(=O)[C@@H]1CCCN1C(=O)c1cccs1)C(=O)Nc1cccc([N+](=O)[O-])c1 (stereo partly specified),-1,·,1,·,·,·,1,·,6
COC(=O)c1ccc(C(=O)Nc2ccc(N)cc2N)cc1,2,-1,-3,3.6,11,108*,-10,-9,14
Clc1ccc(N2CCCCCC2)nn1,0,0,2,0.2,-1,0,0,-4,7
O=C(C1CCN(S(=O)(=O)c2cccc3cccnc23)CC1)N1CCc2ccccc21,0,1,-5,-2.9,-4,0,-7,5,-3
Cc1c(NC(=O)C(C)OC(=O)c2cccnc2)c(=O)n(-c2ccccc2)n1C (stereo unspecified),4,5,-1,0.1,1,0,-7,-1,6
Cc1ccc(C(=O)N/N=C\c2ccccn2)cn1,5,2,-3,0.5,-2,-2,2,-2,2
O=c1cc(-c2ccccc2)nc(SCc2ccccc2)[nH]1,33,2,2,1.6,0,-4,11,10,-6

# Later entries:
SMILES,AHR act,Fh CTSL1 inh,procasp3 activ,PP5 primary,PP1 counter,TPT1 inh,PAFAH2 inh,core dimer inh,proCasp7 act
NC(=O)[C@@H]1CCCN1C(=O)[C@@H](Cc1cnc[nH]1)NC(=O)[C@@H]1CCC(=O)N1,-1,·,10,0.6,-4,·,6,·,1
CSc1nc(N2CCOCC2)c2ccccc2n1,7,3,2,-0.3,-3,2,2,-2,14
CN(C(=O)c1cc2sccc2n1C)C1CCCCC1,3,6,1,1.2,5,-1,-3,-2,-2
Cc1ccc(S(=O)(=O)N/N=C/c2c[nH]c3ccccc23)cc1,12,-2,2,2.1,0,2,4,-2,-5
CN(CC(=O)N1CCc2ccccc21)S(=O)(=O)c1ccc(Cl)cc1,0,0,7,-0.8,1,-2,-6,3,6
COC(=O)c1ccccc1NC(=O)CSc1[nH]c(=O)cc(C)c1C#N,0,-2,6,0.4,-4,-3,7,5,0
Cc1ccc(S(=O)(=O)N2CCCC(C(=O)NCC3COCCO3)C2)cc1 (stereo unspecified),1,0,0,2.5,-2,-3,-24,0,2
CN(C(=O)COC(=O)c1n[nH]c2ccccc12)C1CCS(=O)(=O)C1 (stereo unspecified),5,10,7,-0.1,-10,-4,-2,6,-2
